Screening results from PubChem.
PMI inhibitors: inhibitors of human PMI, primary screen, biochemical, fluorescence intensity, coupled assay (AID 1209) | purified PMI enzyme, coupled fluorescence intensity; higher % means a stronger effect | inhibition, % at 20 µM, or IC50 in µM where a hit was titrated | 190,000 tested, 0.42% active;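 also: plate controls were DMSO vehicle for no effect and wells lacking substrate for full effect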
RSV CPE inhibition: RSV antiviral activity via CPE protection, HEp-2 cells, primary 10 µM value included (AID 2391) | HEp-2 cells, RSV-induced CPE inhibition; higher % means a stronger effect | CPE inhibition, % at 10 µM; hits with a dose series show IC50 in µM | 310,000 tested, 0.13% active; in the data active = a potency from the dose series; inconclusive = CPE inhibition mostly from about 23% at the one dose, without a potency; inactive = the rest, 99 in 100 with CPE inhibition below about 21%; also: strong numbers were not always called active
SIAH1 antagonists: Siah-1 peptide-binding antagonists, primary screen, biochemical, fluorescence polarization, rhodamine-plectin, uHTS (AID 1817). Siah-1 / rhodamine-plectin peptide fluorescence polarization; higher % means a stronger effect. one-dose displacement, % at 20 µM; IC50 in µM for titrated hits. 290,000 tested, 0.02% active;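 active = displacement of at least 50% at 20 µM, with a fluorescence ratio check between 0.3 and a set limit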;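 also: plate controls were Siah plus tracer with DMSO for no effect and tracer alone without Siah for full effect; strong numbers were not always called active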
Myeloid diff MLP: myeloid differentiation induction; ER-HoxA9 myeloid progenitors, lysozyme-GFP differentiation, flow cytometry; calls only at 10 µM; 360,000 tested, 1% active; AID 624256;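 active = normalized GFP-positive differentiation at or above the plate's own cutoff, the solvent-only control mean plus 3 SD; inconclusive = no clear call, values can overlap the other calls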;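 also: cells exposed to compound for four days before flow analysis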
TNAP activation fold: human TNAP enzyme activators, primary screen, biochemical, luminescent, no phosphate acceptor, uHTS (AID 1001) | activation fold at 20 µM; hits with a dose series show EC50 in µM | purified TNAP, luminescent activation assay, no phosphate acceptor; higher activation fold means a stronger effect | 200,000 tested, 0.03% active; in the data active = activation fold from about 3, or a potency from the dose series; inactive = the rest, 99 in 100 with activation fold below about 1.6; also: many of its hits are not listed in these tables
WT yeast gro inh: growth inhibition of WT yeast, mitochondrial fusion screen; inhibition, % at 10 µM; mitochondrial fusion phenotypic screen, WT strain; 190,000 tested, 2.1% active; AID 1362; in the data active = inhibition above about 58%; tested in S. cerevisiae
Salmonella PhoP GFP: inhibitors of PhoP regulon expression, primary screen, Salmonella Typhimurium, GFP reporter (AID 1863); inhibition, % at 50 µM; hits with a dose series show IC50 in µM; 300,000 tested, 0.16% active; S. Typhimurium PhoP-regulated promoter GFP reporter, 4 h; higher % means a stronger effect;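 active = inhibition over 29.93%, a cutoff 3 SD above the screen mean, later confirmed by dose response; inconclusive = inhibition over 29.93% but no dose response follow-up; inactive = inhibition at most 29.93% or unconfirmed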;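 also: 0% = low Mg2+ inducing control and 100% = high Mg2+ repressing control; strong numbers were not always called active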
human PMI inhibitors: MPI inhibition at elevated mannose 6-phosphate – biochemical, fluorescence intensity, high mannose 6-phosphate, primary screen (AID 1220) | one-dose inhibition, % at 20 µM; IC50 in µM for titrated hits | 190,000 tested, 0.66% active | recombinant PMI enzyme, coupled fluorescence intensity; higher % means a stronger effect
XIAP displacement: small molecules displacing peptide from XIAP – biochemical, IAP family, fluorescence polarization (AID 1018); XIAP BIR domain, fluorescence polarization peptide displacement; higher % means a stronger effect; one-dose displacement, % at 20 µM; IC50 in µM for titrated hits; 200,000 tested, 0.007% active; in the data active = displacement above about 50%; also: a part of the inactive calls stands beside numbers as strong as those of hits
WT yeast gro inh mutant strain: also measured in WT yeast gro inh; calls as there; inhibition, %; mitochondrial fusion phenotypic screen, mutant strain inhibition
Myeloid diff MLP GFP+ MAC1+ %: second read-out of Myeloid diff MLP, no call of its own (marks repeat the call); GFP+ MAC1+ double positive, %; measured here: differentiation confirmed by MAC1 staining
Numbers without * were called inactive; i = inactive; ? = inconclusive; · = no result given. Rule as the data show it, unless noted: active = inhibition above about 50%; inactive = the rest.

| smiles | PMI inhibitors | RSV CPE inhibition | SIAH1 antagonists | Myeloid diff MLP | Myeloid diff MLP GFP+ MAC1+ % | TNAP activation fold | WT yeast gro inh | WT yeast gro inh mutant strain | Salmonella PhoP GFP | human PMI inhibitors | XIAP displacement |
| --- | --- | --- | --- | --- | --- | --- | --- | --- | --- | --- | --- |
| O=C(NC(=S)Nc1ccccc1N1CCOCC1)c1ccco1 | 16% | 3.2% | 0% | i | 0.4 | 1.1 | 8 | 10 | -4% | 17% | -0.4% |
| CN1C(=O)NC(c2ccc(Cl)cc2)C2=C1CC(C)(C)CC2=O (stereo unspecified) | · | 0.0% | 5% | i | 0.7 | · | · | · | 9% | · | · |
| CN(Cc1ccccc1)C(=O)Cn1nc(C(F)(F)F)c2c1CCC2 | 20% | 1.4% | 0% | i | 0.6 | 1.1 | -16 | -5 | 4% | 10% | -5.8% |
| CCNS(=O)(=O)c1ccc(OC)c(C)c1 | 3% | -0.5% | 7% | i | 5.1 | 1.1 | -17 | -16 | 10% | 1% | -3.4% |
| CCn1c2ccccc2c2cc(NC(=O)CNC)ccc21 | · | 1.3% | -3% | i | 0.2 | · | · | · | -2% | · | · |
| CC1(C)c2cc(O)ccc2OC1N1CCOCC1 (stereo unspecified) | · | 5.0% | 3% | i | 0.5 | · | · | · | 4% | · | · |
| O=C(Nc1cccc(Cl)c1)c1cnccn1 | · | 2.3% | 11% | i | 0.4 | · | · | · | -2% | · | · |
| CCOC(=O)C1CCN(c2nc3ccccc3nc2C(C#N)C(=O)OCCOC)CC1 (stereo unspecified) | 6% | 2.7% | 1% | i | 0.0 | 1 | 7 | -5 | -7% | 10% | 2.4% |
| O=C1C=C(O)CC(c2cccs2)C1 (stereo unspecified) | 15% | -0.3% | -5% | i | 12 | 1.1 | -15 | -2 | -18% | 11% | -5.5% |
| COc1ccc(NC(=O)C(NC(=O)c2ccc(=O)[nH]c2)c2ccccc2)cc1 (stereo unspecified) | 1% | 1.4% | -1% | i | 0.5 | 0.9 | -1 | 10 | -9% | -3% | -6.7% |
| COc1ccc(/C=C/C(=O)OCC(=O)NC2CCCC(C)C2C)cc1S(=O)(=O)N1CCOCC1 (stereo unspecified) | -21% | -1.1% | -5% | i | 0.5 | 1.1 | -15 | 4 | 6% | -25% | -9.1% |
| O=C1OCCC1Sc1nnc(-c2ccco2)o1 (stereo unspecified) | -12% | 1.9% | -1% | i | 0.7 | 1 | -17 | 7 | 0% | -24% | -3.5% |
| NC(=O)c1oc2ccccc2c1NC(=O)c1nc2ccccc2s1 | 6% | 1.3% | 13% | i | 0.7 | 1 | 17 | 4 | 5% | 4% | -8.7% |
| Cc1nc2sc(C)c(C)c2c(=O)o1 | 8% | 0.7% | 1% | i | 1.3 | 1.1 | -7 | 2 | -16% | 1% | -5.7% |
| O=[N+]([O-])c1ccc(/C=N/Nc2nc(N3CCCCC3)nc(N3CCCCC3)n2)o1 | 0% | 3.2% | 1% | i | 0.7 | 0.9 | 70* | 49* | 0% | -20% | -7.5% |
| CC(C)COP(=O)(c1ccc(N(C)C)cc1)C(Nc1ccccc1)c1cccnc1 (stereo unspecified) | 10% | 0.4% | 0% | i | 3.5 | 1 | -11 | 8 | -8% | 9% | -4.5% |
| Cc1ccc(NS(=O)(=O)c2ccc3c(c2)NC(=O)CO3)c(C)c1 | · | 4.0% | 13% | i | 9.5 | · | · | · | 0% | · | · |
| CCC(Sc1nc2ccccc2[nH]1)C(=O)Nc1ccc(NC(C)=O)cc1 (stereo unspecified) | 1% | 1.6% | 5% | i | 0.2 | 1.1 | -12 | 1 | 13% | -3% | -4.2% |
| N#CC(C(=O)NCCc1ccccc1)c1nc2ccccc2nc1N1CCCCC1 (stereo unspecified) | 8% | -0.1% | 4% | i | 0.7 | 1 | 7 | -6 | -8% | 4% | -5.4% |
| O=C(Cn1cc2c(n1)CCCCC2)Nc1ccccc1Br | · | -0.5% | 4% | i | 0.3 | · | · | · | -15% | · | · |
| Cc1occc1C(=O)N/N=C/C(Br)=C\c1ccccc1 | · | 44% | 9% | i | 0.3 | · | · | · | 6% | · | · |
| Cc1ccc(C(C)(C)C)cc1S(=O)(=O)NC(=O)c1ccccc1 | -11% | -1.0% | -2% | i | 0.1 | 1.1 | 3 | 4 | 3% | -12% | -4.5% |
| Cc1ccc(CNC(=O)CCC2CCCN(Cc3c(C)nn(C(C)C)c3C)C2)o1 (stereo unspecified) | 0% | 0.0% | 11% | i | 0.4 | 1.1 | 1 | -8 | 5% | -3% | -2.7% |
| Cc1ccc(-c2noc(CNCCCN(C)C)n2)cc1 | -6% | 0.7% | 2% | i | 2.1 | 1 | -18 | -2 | -7% | -6% | -2.4% |
| COC(=O)c1ccc2c(=O)n(Cc3ccco3)c(SCC(=O)Nc3cc(C)on3)nc2c1 | 0% | 1.7% | 13% | i | 0.2 | 1.2 | 3 | -4 | 3% | -7% | -3.1% |
| N#Cc1c(-c2ccccc2)nc(N2CCCCCC2)[nH]c1=O | 4% | 2.0% | -1% | i | 7.0 | 1.1 | -1 | -4 | 8% | 1% | -0.8% |
| O=C(CN1CCC(Cc2ccccc2)CC1)NC(=O)NCc1ccccc1 | 11% | 1.8% | 8% | i | 0.3 | 1.1 | -9 | -9 | 1% | 8% | -5.8% |
| c1ccc(OCCN2C3=NCCN3c3ccccc32)cc1 | 1% | -1.0% | 1% | i | 0.8 | 1 | 10 | 19 | 19% | -6% | -1.6% |
| O=C1C2C3c4ccccc4C(c4ccccc43)C2c2nc3ccccc3n21 (stereo unspecified) | 2% | 2.1% | 6% | i | 1.2 | 1.1 | 13 | 4 | 1% | 9% | -2.8% |
| O=C(N/C(=C/c1ccc(Br)cc1)C(=O)N1CCCC1)c1cccs1 | 0% | 0.0% | -2% | i | 0.3 | 1 | 2 | -4 | -2% | 1% | -6.6% |
| CCc1c(C)nc2cc(-c3cccs3)[nH]n2c1=O | 16% | · | 1% | i | 0.7 | 1 | 23 | 12 | -6% | 13% | -4.5% |
| CC1(C)CC(=O)C2=C(C1)Oc1ncn(CCCn3ccnc3)c(=N)c1C2c1ccccc1 (stereo unspecified) | 5% | -0.6% | 4% | i | 9.0 | 1 | -2 | -21 | 2% | 1% | -0.5% |
| Cn1ccnc1SC(C(=O)O)c1ccccc1 (stereo unspecified) | · | -0.1% | 0% | i | 0.1 | · | · | · | -4% | · | · |
| CCCN(CCC)CCNC(=O)c1cc2c(=O)n(CC)c3ccccc3c2s1 | · | -3.3% | -4% | i | 0.9 | · | · | · | -8% | · | · |
| CCC(C)C(NC(=O)c1ccccc1NC(=O)c1ccc(OC)cc1)C(=O)NCc1ccco1 (stereo unspecified) | 3% | -1.9% | 0% | i | 0.1 | 2.9 | -91 | -83 | 0% | -3% | -16% |
| CC(=O)c1ccc(NC(=O)CSc2nc(C)cc(C)c2C(N)=O)cc1 | -4% | 2.1% | 3% | i | 0.3 | 1 | 11 | -16 | 8% | -8% | -4.8% |
| Cc1ccc(C(=O)O/N=C/C2=C(Cl)c3ccccc3CC2)cc1 | 1% | 0.4% | 2% | i | 0.7 | 1.1 | 12 | -14 | -8% | 3% | -0.4% |
| CN1C(=O)Cc2cc(S(=O)(=O)Nc3ccc(N4CCOCC4)cc3)ccc21 | · | 0.8% | -1% | i | 1.4 | · | · | · | -5% | · | · |
| O=C(Nc1nnc(-c2ccncc2)o1)C1CCCCC1 | -7% | 1.2% | 9% | i | 0.5 | 1.2 | -10 | -3 | -11% | -5% | -1.8% |
| Cc1ccc2cc(C3CC(c4cccs4)=NN3S(C)(=O)=O)c(Cl)nc2c1 (stereo unspecified) | · | 3.0% | 19% | i | 0.9 | · | · | · | -5% | · | · |
| O=S(=O)(c1ccc(F)c(F)c1)N1CCN(S(=O)(=O)c2cccs2)CC1 | · | 0.4% | 4% | i | 3.3 | · | · | · | -9% | · | · |
| CCOC(=O)CNC(=O)c1c(C)nn(-c2ccccc2)c1Cl | 10% | 0.7% | 1% | i | 0.6 | 1.1 | -6 | -6 | 21% | 7% | -1.7% |
| CCOC(=O)C1=C(C)NC(=O)NC1c1ccc(-c2ccc(Cl)cc2)o1 (stereo unspecified) | 6% | 2.7% | 6% | i | 0.3 | 1.1 | -16 | 11 | 3% | 1% | -8.6% |
| O=C(C1CCN(S(=O)(=O)c2cccnc2)CC1)N1CCN(c2ccc(Cl)cc2)CC1 | · | -2.1% | 0% | i | 0.0 | · | · | · | -16% | · | · |
| CCOC(=O)C1CCN(S(=O)(=O)c2ccc3c4c(cccc24)C(=O)N3)CC1 | 18% | 1.6% | -1% | i | 1.3 | 1.1 | 7 | 5 | 4% | 18% | -1.3% |
| CCC(OC(=O)c1cccs1)C(=O)NCc1ccco1 (stereo unspecified) | 7% | 1.8% | -4% | i | 1.0 | 1.1 | 0 | -12 | 7% | -2% | -5.7% |
| O=C(CN1C(=O)c2ccccc2C1=O)OCCOCCN=C1NS(=O)(=O)c2ccccc21 | 7% | -1.2% | -1% | i | 0.9 | 1 | -6 | 6 | -1% | 0% | -1.8% |
| Clc1ccc(CSc2nnc(-c3ccncc3)s2)cc1 | · | 1.6% | 5% | i | 0.7 | · | · | · | -8% | · | · |
| COc1ccc(C(=O)Nc2cc(C(F)(F)F)ccc2-n2cnc3ccccc32)cc1 | 5% | 0.7% | -4% | i | 0.5 | 1.2 | -1 | 20 | -10% | -2% | -6.8% |
| COc1ccc(S(=O)(=O)N2CCN(C(=O)c3c(C)nn(-c4ccccc4)c3Cl)CC2)cc1 | 17% | 0.1% | -4% | i | 0.9 | 1 | 4 | -40 | 33% | 11% | -5.6% |
| Cc1ccc(O)c(NS(=O)(=O)c2cccc3nsnc23)c1 | · | 3.7% | 2% | i | 0.6 | · | · | · | 3% | · | · |
| O=C(Nc1cccc(C(F)(F)F)c1)Nc1ccc2[nH]c(=O)[nH]c2c1 | · | 0.1% | -2% | ? | · | · | · | · | 4% | · | · |

An excerpt from above in order of SMILES length, low to high.
| smiles | PMI inhibitors | RSV CPE inhibition | SIAH1 antagonists | Myeloid diff MLP | Myeloid diff MLP GFP+ MAC1+ % | TNAP activation fold | WT yeast gro inh | WT yeast gro inh mutant strain | Salmonella PhoP GFP | human PMI inhibitors | XIAP displacement |
| --- | --- | --- | --- | --- | --- | --- | --- | --- | --- | --- | --- |
| CCC(OC(=O)c1cccs1)C(=O)NCc1ccco1 (stereo unspecified) | 7% | 1.8% | -4% | i | 1.0 | 1.1 | 0 | -12 | 7% | -2% | -5.7% |
| Cc1ccc(C(C)(C)C)cc1S(=O)(=O)NC(=O)c1ccccc1 | -11% | -1.0% | -2% | i | 0.1 | 1.1 | 3 | 4 | 3% | -12% | -4.5% |
| O=[N+]([O-])c1ccc(/C=N/Nc2nc(N3CCCCC3)nc(N3CCCCC3)n2)o1 | 0% | 3.2% | 1% | i | 0.7 | 0.9 | 70* | 49* | 0% | -20% | -7.5% |
